# Screens from PubChem.
# S3 lipid droplet – qHTS Assay for Lipid Storage Modulators in Drosophila S3 Cells; Drosophila S3 cells, BODIPY lipid droplet fluorescence, 18-24 h; cells fed with added oleic acid; Potency in µM for hits, for the others lipid storage change, negative = inhibition, % at the top dose, mostly 46.1 µM; 0.64% of 320,000 active; AID 2685; active = well fitted inhibition curve with a large enough effect in the signal ratio, with a control signal flat, not every such curve was filed as active; inconclusive = small, poorly fitted or top-dose-only effect, or effect the other way, or a change in a side signal; the % refers to the signal ratio
#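 Drosophila S3 cells got compounds at several concentrations plus oleic acid (400 uM solution). Laser-scanning cytometry with 488 nm excitation read lipid droplets at 500-530 nm and cells at 575-640 nm. Percent activity was relative to 20 uM Triacsin C.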
# S3 lipid droplet cell count max – recorded beside S3 lipid droplet, whose call it bears; cell number change, %; measured here: cell count max response;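 cells counted by Cell Tracker Red CMTPX staining in the red channel; peak over a dose series mostly up to 46.1 µM; percent activity relative to internal control wells on each plate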
# Active calls of the source: *; i = inactive; ? = inconclusive; · = not tested or not shown; [ ] = dose if it differs, or a comment. % is set by controls: 0 for no effect and ±100 for the full control effect; potency is the fitted concentration of half-maximal effect.
SMILES,S3 lipid droplet,S3 lipid droplet cell count max
CN(C)C(CNC(=O)c1ccc([N+](=O)[O-])cc1Cl)c1ccco1 (stereo not given),i,13
Cc1nc(NC(=O)CSc2ccc(-c3nc4ccccc4[nH]3)cn2)sc1C,?,·
C=CCn1c(SCC(=O)c2c(N)n(CCC)c(=O)n(C)c2=O)nc2sc(CC)cc2c1=O,?,·
COc1ccc([N+](=O)[O-])cc1NC(=S)NC(NC(=O)Cc1ccc(OC)c(OC)c1)C(Cl)(Cl)Cl (stereo not given),?,·
CC(=O)Nc1ccc(S(=O)(=O)Nc2ccc3[nH]c(=O)[nH]c3c2)cc1,i,0
COc1cccc(/C=N/NC(=O)c2[nH]c(C)c(C(=O)N/N=C/c3cccc(OC)c3)c2C)c1,?,·
COC(=O)c1ccc(COC(=O)c2ccc(CO)cc2)o1,i,10
Cc1cccc(C)c1NC(=O)COC(=O)C1Cc2ccccc2CN1C(=O)c1ccccc1 (stereo not given),?,·
S=C1N(c2ccccc2)C(c2cccc3ccccc23)N2CCCN12 (stereo not given),?,·
Cc1cccc(-c2nnc(SCC#N)n2C)c1,i,11
O=C(C1COc2ccccc2O1)N1CCN(c2ccc(F)cc2)CC1 (stereo not given),?,·
COC(=O)[C@]1(C)N[C@H](c2ccc(SC3CCCCC3)cc2)[C@@H]2C(=O)N(C)C(=O)[C@@H]21,-2%,-4
CN(C)c1nnnn1Cc1ccc(Cl)cc1Cl,?,·
CC(C(=O)NC1C=CS(=O)(=O)C1)N1C(=O)/C(=C/c2cccc(Cl)c2)SC1=S (stereo not given),?,·
COC(=O)Cn1c(CN2CCN(C(=O)c3ccco3)CC2)nc2c1c(=O)n(C)c(=O)n2C,?,·
O=C(CSc1nnc(-c2ccco2)o1)c1ccc([N+](=O)[O-])cc1,?,·
COC(=O)Cn1c(CCS(=O)(=O)c2ccc(C)c(C)c2)nc2ccccc21,?,·
CCCCN(Cc1ccccc1)C(=O)CCN1C(=O)C2C3C=CC(C3)C2C1=O (stereo not given),?,·
CCn1c(-c2nn(C)cc2Cl)n[nH]c1=S,26%,·
Cc1nnc(NC(=O)c2nc(S(=O)(=O)Cc3ccccc3C)ncc2Cl)s1,?,·
Cc1nc(/C(N)=N/OC(=O)c2ccc(Cl)cc2)c(C(F)(F)F)o1,?,·
O=c1nc(N/N=C/c2ccco2)cn[nH]1,?,·
O=C(NC1CC1)C1=C[C@H](c2c[nH]c3ccccc23)C[C@H](OCCCCO)O1,18%,-12
CN(C)CCCNC(NC(=O)c1cccs1)C(Cl)(Cl)Cl (stereo not given),9%,-1
CC(=O)N1CCN(C(=O)c2c(-c3ccccc3)noc2C)CC1,?,·
COc1ccc(CN2CCCCC2C)cc1C (stereo not given),-4%,16
O=C1c2ccccc2OC2(C=Cc3ccccc3O2)N1Cc1ccccc1 (stereo not given),?,·
CCc1ccc2c(c1)C1(C(=O)N2)N2CCCC2C(C(=O)c2ccc3ccccc3c2)C12C(=O)Nc1ccccc12 (stereo not given),?,·
CC(C)(C)C(=O)Nc1ccccc1C(=O)OCC(=O)c1ccc2c(c1)OCCO2,3%,-1
O=C(CC(=O)N/N=C\c1cccc(Cl)c1Cl)NCc1ccccc1,?,·
CC(C)OP(=O)(OC(C)C)C(Nc1ccc(C(=O)O)cc1)c1ccccc1 (stereo not given),-19%,-11
CCCC(=O)N1CCN(c2ccc([N+](=O)[O-])c(NC(C)c3ccccc3)c2)CC1 (stereo not given),?,·
COc1cccc(-c2cc(C(=O)N3CCc4ccccc4C3)no2)c1,?,·
COc1ccc(-c2ccc(=O)n(CC(=O)Nc3ccc4c(c3)OCCO4)n2)cc1,-5%,10
CC(=O)Nc1sc(C)c(C)c1C(=O)OCC(=O)N(CC(C)C)C1CCS(=O)(=O)C1 (stereo not given),23%,0
OC(COc1c(F)cc(Br)cc1F)CN1CCOCC1 (stereo not given),?,·
COc1ccc(C(=O)Nc2cc(Cl)ccc2Cl)c(OC)n1,i,5
Cc1[nH][nH]c(=O)c1N=Nc1ccccc1Cl,5%,6
CC(C)(C)NC(=O)/C(=C/c1ccccc1F)NC(=O)c1ccc([N+](=O)[O-])cc1,-8%,4
CC(=O)/C=C(\C)N=Nc1c(O)[nH]c2ccccc12,-10%,-23
COc1ccc(CCNC(=O)Cc2ccc([N+](=O)[O-])cc2)cc1OC,?,·
Cc1c(CNC(=O)c2c([N+](=O)[O-])cnn2C)cnn1C,i,-8
CC(=O)N1N=C(c2c(-c3ccccc3)c3cc(Br)ccc3[nH]c2=O)CC1c1ccco1 (stereo not given),?,·
Cc1sc(NC(=O)C2=COCCO2)nc1-c1ccc(Cl)cc1,-58%[0.0737 µM],-4
COc1ccc(S(=O)(=O)N2CCN(c3cc(-c4ccccc4)nc4ncnn34)CC2)cc1,1%,9
COC(=O)Cn1c(CN2CCOCC2)nc2c1c(=O)[nH]c(=O)n2C,?,·
O=C1NCC(O)=C1C=NCCO,?,·
CN1CC[n+]2cnc3ccccc3c21,i,·
OC(CN1CCCCC1)Cn1c(C(F)(F)F)nc2ccccc21 (stereo not given),?,·
COc1ccc(C(=O)OCc2c(-c3cccc(OC)c3)ncc3ccccc23)cc1,8%,-15
COC(=O)c1cccnc1-n1c(=O)c2cccnc2n(Cc2ccc([N+](=O)[O-])cc2)c1=O,?,·
CC1CCN(S(=O)(=O)c2ccc3c(c2)N(CC(=O)NCCCN2C(C)CCCC2C)C(=O)CO3)CC1 (stereo not given),i,-20
O=C(NCCSCc1ccccc1)c1ccc(Cl)c(S(=O)(=O)N2CCOCC2)c1,0%,9
NS(=O)(=O)c1ccc(N/N=C2/CCCCC2C2CCCCC2)c([N+](=O)[O-])c1 (stereo not given),?,·
COc1cc2ccccc2cc1C(=O)N1CCN(c2ccccn2)CC1,i,·
O=C(NNC(=O)c1ccccc1Cl)c1ccc(-n2cncn2)c([N+](=O)[O-])c1,?,·
NS(=O)(=O)c1cccc(NC(=O)CCCNC(=O)c2ccc(Cl)cc2)c1,?,·
Clc1nc(CN2CCCCC2)nc2sc3c(c12)CCCC3,5%,3
COC(=O)c1scc2c(=O)cc(C(F)(F)F)[nH]c12,-5%,1
Cc1ccc(CNC(=O)CCCNC(=O)c2ccc(Cl)cc2)n1C,i,9

# Compound profiles, as listed above. Order of screens: S3 lipid droplet | S3 lipid droplet cell count max
# OC(CN1CCCCC1)Cn1c(C(F)(F)F)nc2ccccc21 (stereo not given) as listed: ? | ·
# Cc1ccc(CNC(=O)CCCNC(=O)c2ccc(Cl)cc2)n1C as listed: i | 9
# CC(=O)N1N=C(c2c(-c3ccccc3)c3cc(Br)ccc3[nH]c2=O)CC1c1ccco1 (stereo not given) as listed: ? | ·
# COc1cc2ccccc2cc1C(=O)N1CCN(c2ccccn2)CC1 as listed: i | ·
# COC(=O)Cn1c(CN2CCOCC2)nc2c1c(=O)[nH]c(=O)n2C as listed: ? | ·

# New compounds follow
SMILES,S3 lipid droplet,S3 lipid droplet cell count max
COc1ccc(CCC(=O)NC2CCC(C)CC2)cc1 (stereo not given),61%,0
COc1ccc(N2CC(C(=O)NCc3nnnn3-c3ccc(C)c(C)c3)CC2=O)cc1 (stereo not given),i,-4
COc1ccccc1C(=O)OCC(=O)NCCNC(=O)COC(=O)c1ccccc1OC,i,9
CNC(=O)c1ccccc1NC(=O)c1cccc(S(=O)(=O)N2CCCCC2)c1,5%,16
O=C(NNC(=O)c1ccc[nH]1)Nc1cc(Cl)cc(Cl)c1,?,·
Cc1cc(C)n(CC(O)COc2ccccc2[N+](=O)[O-])n1 (stereo not given),-10%,-18
Cc1cccc(OCC(=O)Nc2nnn(C)n2)c1C,0%,5
COc1ccccc1NC(c1cccnc1)c1ccc2cccnc2c1O (stereo not given),-7%,-10
COc1ccc(CCNC(=O)C2CCCN(S(=O)(=O)c3ccc(F)cc3)C2)cc1OC (stereo not given),?,·
COc1ccc(CCNC(=O)COc2ccc(S(=O)(=O)NC3CCCCC3)cc2Cl)cc1OC,8.2µM*,-28*
O=C(NCCN1CCOCC1)Nc1ccc(F)cc1,?,·
CCOCCCNS(=O)(=O)c1cc(Br)cc2c1N(C(=O)C1CC1)CC2,?,·
COc1ccccc1C1C(C#N)=C(N)N(c2cccnc2)C2=C1C(=O)CC(C)(C)C2 (stereo not given),0%,-3
COc1ccc(N2C(=O)C3CCCN3C2c2cccc(C)c2)cc1 (stereo not given),?,·
Cn1c(CNC(=O)c2ccc(Cl)cc2)nnc1SCC(=O)N1CCOCC1,?,·
COC(=O)c1ccc(/C=N\NC(=O)c2ccc(C)cc2Cl)cc1,-7%,3
Cc1cc2nc3c(=O)n(Cc4ccccc4)c(=O)[nH]c3nc2cc1N,?,·
Cn1c(C(=O)N2CCN(c3ccccn3)CC2)cc2ccccc21,?,·
COC(=O)CN=Cc1c(C)[nH]n(-c2ccccc2)c1=O,?,·
COc1ccc(C2C(C(=O)Nc3cccnc3)=C(C)Nc3nc(-c4cccs4)nn32)cc1 (stereo not given),2%,5
O=C(Cn1nc(Br)nc1Br)c1ccccc1,11%,2
CC(NC(=S)NCc1ccccc1)C12CC3CC(CC(C3)C1)C2 (stereo not given),?,·
COc1cccc2c(N/N=C/c3ccccc3)cc(C)nc12,-23%,·
COCCNC(=O)CN1CCN(S(=O)(=O)c2ccc3c(c2)CCCC3)CC1,-4%,-6
COc1ccc(CNC(=O)N2CCN(C(=O)c3ccccc3)CC2)cc1,?,·
CN(CCc1ccccn1)C(=O)Nc1cccc(Cl)c1,0%,17
Cc1cccc(CN2C(=O)CCSc3ccc(Cl)cc32)c1,-6%,·
COc1ccc(/C(O)=C/C(=O)C(=O)NNC(=O)C(O)(c2ccccc2)c2ccccc2)cc1,?,·
CCOC(=O)c1cc(C)sc1N1C(=O)C2C3C=CC(C3)C2C1=O (stereo not given),i,·
O=C(CCc1ccccc1)NNC(=O)c1ccc(NC(=O)c2ccccc2)cc1,?,·
CN1OC(COC(=O)c2ccccc2)CC1c1ccccc1 (stereo not given),?,·
CCCNC(=O)C1(O)c2cc(Br)ccc2NC(=O)N1c1ccc(Cl)cc1 (stereo not given),15%,15
Oc1ccc(CNCC2COc3ccccc3O2)cc1 (stereo not given),12%,2
CN(C)c1nc(OCCNC(=O)COc2ccc(Cl)cc2Cl)nc(N(C)C)n1,i,28
O=C(Cc1ccccc1)NCCSC1CCCCC1,?,·
COc1ccc(NC(=O)C2CC(=O)N(CCc3ccc(Cl)cc3)C2)cc1 (stereo not given),?,·
CCCN1C2CCCC1CC(NC(=O)C1CCCCC1)C2 (stereo not given),-1%,7
COc1ccc(S(=O)(=O)NC(C)C(=O)N2CCCC2)cc1Cl (stereo not given),?,·
CCCc1cc(=O)[nH]c(Nc2ccc(OC)c(Cl)c2)n1,?,·
COc1cccc(-n2cc(CN(C)Cc3nc(Cc4ccccc4)no3)cn2)c1,16%,11

# Three entries from above, set out differently:
S3 lipid droplet | S3 lipid droplet cell count max | SMILES
? | · | O=C(C1COc2ccccc2O1)N1CCN(c2ccc(F)cc2)CC1 (stereo not given)
? | · | CCCCN(Cc1ccccc1)C(=O)CCN1C(=O)C2C3C=CC(C3)C2C1=O (stereo not given)
23% | 0 | CC(=O)Nc1sc(C)c(C)c1C(=O)OCC(=O)N(CC(C)C)C1CCS(=O)(=O)C1 (stereo not given)

# 2 entries picked at random from those above:
SMILES,S3 lipid droplet,S3 lipid droplet cell count max
CN(C)c1nc(OCCNC(=O)COc2ccc(Cl)cc2Cl)nc(N(C)C)n1,i,28
O=C(Cn1nc(Br)nc1Br)c1ccccc1,11%,2

# New compounds follow:
SMILES,S3 lipid droplet,S3 lipid droplet cell count max
CO/N=C(\Cn1ncc(NC2CCCCC2)c(Br)c1=O)c1ccc(Cl)cc1,?,·
COc1ccc(CCN(C)Cc2cccc3ccccc23)cc1OC,30%,9
CCOC(=O)c1ccc(-c2csc(NC(=O)CN3CCC(C)CC3)n2)cc1,2.9µM*,3.8*
CC(=O)c1ccc2c(c1)C1C=CCC1C(c1ccc(S(=O)(=O)N3CCOCC3)cc1)N2 (stereo not given),?,·
CC1CN(C(=O)c2ccc(C(=O)c3ccccc3)cc2)CC(C)O1 (stereo not given),12%,-19
CCOC(=O)c1c(C)c(C(=O)Nc2ccc(F)cc2)c(C)n1C,4%,12
CC(C(=O)NC(=O)NC1CCCCC1)N1CCN(C(c2ccccc2)c2ccccc2)CC1 (stereo not given),?,·
CCN(CCCNC(=O)c1c(C)cc(=O)oc1C)c1ccccc1,i,·
O=C(OCC(=O)N1CCN(C(=O)c2ccco2)CC1)c1cc(-c2ccc(Cl)c(Cl)c2Cl)nc2ccccc12,?,·
COc1ccc(NC(=O)CN2CCN(CC(=O)Nc3cc(OC)cc(OC)c3)CC2)cc1,?,·

# The list is partial, so the mix of outcomes need not match the whole.
